Screens (PubChem BioAssay)
BRCA1 expr up: qHTS Assay to Identify Small Molecule Activators of BRCA1 Expression. 380,000 compounds, 1.1% hits. AID 624202, 2012. MCF7-BRCA1-FFLuc reporter, luminescence, 48 h; response scale: scaled: vehicle 0%, 10 µM genistein 100%. Potency, µM (highest dose often 46.1 µM), inactives show at the highest dose activation, most hits filed as activators; active = well fitted activation curve with a large enough effect; also: nearly all actives have a fitted effect of over 80% in size; some results filed as inactive show a strong effect at the top dose
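48 h compound treatment of MCF7-BRCA1-FFLuc cells (phenol-red free MEM, 37 °C), then 15 min with luciferase substrate and luminescence imaging.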
The depositor's hits bear a star; [ ] = another dose, or the depositor's remark. Potency is read from the fitted curve at half-maximal effect.

Sample of the layout, 21 compounds:
compound | BRCA1 expr up
CCOC(=O)c1cc2ccccc2n1C1CCN(Cc2ccccc2)CC1 | 2%
CCOC(=O)[C@]12Cc3cc(OC)ccc3[C@H]1N(C)C(=O)c1cc(OC)ccc12 | -23%
CCCCn1nnnc1C(CCSC)N1CCC(n2c(=O)[nH]c3ccccc32)CC1 (stereo not given) | -9%
O=S(=O)(c1cccc(C(F)(F)F)c1)N1Cc2ccccc2-n2nncc2C1 | -2%
NN=C1C(Cl)=C(Cl)C(Cl)=C1Cl | -10%
O=C(Nc1cc(Cl)cc(Cl)c1)N1Cc2ccccc2-n2nncc2C1 | -38%
C[C@]12CC[C@@H](O)CC1=CC(=O)C1C2CC[C@]2(C)C(=O)[C@H](O)CC12 (stereo not given in full) | -22%
Cc1ccc(OC(=O)N(C)C[C@H]2OCc3cnnn3CCCC(=O)N([C@H](C)CO)C[C@@H]2C)cc1 | 20%
Cc1ccc(S(=O)(=O)N2Cc3cc(N4CCOCC4)ccc3-n3nncc3C2)cc1 | 12%
CCOC(=O)[C@]12Cc3cc(C)ccc3[C@H]1N(CCC(=O)OC)C(=O)c1cc(OC)ccc12 | -71%
C#CCCC[C@@H]1OC(=O)CNC(=O)C([C@@H](C)CC)NC(=O)[C@@H]2CCCN2C(=O)C([C@@H](C)CC)OC(=O)[C@H](Cc2ccccc2)N(C)C(=O)[C@H](C(C)C)NC(=O)C1(C)C (stereo not given in full) | -35%
CN(c1ccc(O)cc1)c1ccc([N+](=O)[O-])c2nonc12 | -33%
COc1cc(O)c2c(c1)/C=C/C[C@H](O)[C@H](O)C(=O)CCC[C@H](C)OC2=O | -3%
Cc1cc(C)c(C)c(C(O)(C(=O)O)c2ccccc2)c1 (stereo not given) | 6%
COC(=O)C1=C(c2ccc(OCc3ccccc3)cc2)C[C@@H]2CC[C@H]1N2C(=O)NCc1cccc(F)c1 | -47%
COc1cccc(C(c2nnnn2Cc2ccccc2)N2CCC3(CC2)C(=O)NCN3c2ccccc2)c1OC (stereo not given) | -45%
CCOC(=O)[C@]12Cc3ccc(C)cc3[C@H]1N(C1CCCCC1)C(=O)c1cc(OC)ccc12 | -65%
Clc1ccccc1CNCCc1c[nH]c2ccccc12 | 16%
C[C@@H]1CN([C@@H](C)CO)C(=O)CCCn2nncc2CO[C@@H]1CN(C)C(=O)Oc1ccccc1 | 0%
O=C1C=C2c3ccccc3CC(C(=O)O)C2CC1 (stereo not given) | 1%
O=C(NC1CCCCC1)N1Cc2cc(-c3cccc(F)c3)ccc2-n2nncc2C1 | 0%

All compounds of this part, from the first entry:
compound | BRCA1 expr up
CCOC(=O)c1cc2ccccc2n1C1CCN(Cc2ccccc2)CC1 | 2%
CCOC(=O)[C@]12Cc3cc(OC)ccc3[C@H]1N(C)C(=O)c1cc(OC)ccc12 | -23%
CCCCn1nnnc1C(CCSC)N1CCC(n2c(=O)[nH]c3ccccc32)CC1 (stereo not given) | -9%
O=S(=O)(c1cccc(C(F)(F)F)c1)N1Cc2ccccc2-n2nncc2C1 | -2%
NN=C1C(Cl)=C(Cl)C(Cl)=C1Cl | -10%
O=C(Nc1cc(Cl)cc(Cl)c1)N1Cc2ccccc2-n2nncc2C1 | -38%
C[C@]12CC[C@@H](O)CC1=CC(=O)C1C2CC[C@]2(C)C(=O)[C@H](O)CC12 (stereo not given in full) | -22%
Cc1ccc(OC(=O)N(C)C[C@H]2OCc3cnnn3CCCC(=O)N([C@H](C)CO)C[C@@H]2C)cc1 | 20%
Cc1ccc(S(=O)(=O)N2Cc3cc(N4CCOCC4)ccc3-n3nncc3C2)cc1 | 12%
CCOC(=O)[C@]12Cc3cc(C)ccc3[C@H]1N(CCC(=O)OC)C(=O)c1cc(OC)ccc12 | -71%
C#CCCC[C@@H]1OC(=O)CNC(=O)C([C@@H](C)CC)NC(=O)[C@@H]2CCCN2C(=O)C([C@@H](C)CC)OC(=O)[C@H](Cc2ccccc2)N(C)C(=O)[C@H](C(C)C)NC(=O)C1(C)C (stereo not given in full) | -35%
CN(c1ccc(O)cc1)c1ccc([N+](=O)[O-])c2nonc12 | -33%
COc1cc(O)c2c(c1)/C=C/C[C@H](O)[C@H](O)C(=O)CCC[C@H](C)OC2=O | -3%
Cc1cc(C)c(C)c(C(O)(C(=O)O)c2ccccc2)c1 (stereo not given) | 6%
COC(=O)C1=C(c2ccc(OCc3ccccc3)cc2)C[C@@H]2CC[C@H]1N2C(=O)NCc1cccc(F)c1 | -47%
COc1cccc(C(c2nnnn2Cc2ccccc2)N2CCC3(CC2)C(=O)NCN3c2ccccc2)c1OC (stereo not given) | -45%
CCOC(=O)[C@]12Cc3ccc(C)cc3[C@H]1N(C1CCCCC1)C(=O)c1cc(OC)ccc12 | -65%
Clc1ccccc1CNCCc1c[nH]c2ccccc12 | 16%
C[C@@H]1CN([C@@H](C)CO)C(=O)CCCn2nncc2CO[C@@H]1CN(C)C(=O)Oc1ccccc1 | 0%
O=C1C=C2c3ccccc3CC(C(=O)O)C2CC1 (stereo not given) | 1%
O=C(NC1CCCCC1)N1Cc2cc(-c3cccc(F)c3)ccc2-n2nncc2C1 | 0%
CCCCn1nnnc1C(c1ccnc2ccccc12)N1CCC2(CC1)C(=O)NCN2c1ccccc1 (stereo not given) | 14%
C[C@H]1CN([C@@H](C)CO)C(=O)CCCn2nncc2CO[C@H]1CN(C)C(=O)Oc1ccccc1 | 4%
COC(=O)C1=C(c2ccc(OCc3ccccc3)cc2)C[C@@H]2CC[C@H]1N2C(=O)NCc1ccc(Cl)cc1 | -31%
O=c1[nH]c2ccccc2n1C1CCN(C(c2nnnn2C2CCCCC2)C2CC2)CC1 (stereo not given) | -3%
Cc1ccc(-c2nc3c(=O)n(C)c(=O)nc-3n(C)n2)cc1 | -79%
O=c1[nH]c2ccccc2n1C1CCN(C(c2cccc3ccccc23)c2nnnn2Cc2ccccc2)CC1 (stereo not given) | 0%
c1coc(CN2Cc3ccccc3-n3nncc3C2)c1 | 0%
COC(=O)C1=C(c2ccc(OCc3ccccc3)cc2)C[C@@H]2CC[C@H]1N2C(=O)NCCCCc1ccccc1 | -40%
CSCCC(c1nnnn1Cc1ccccc1)N1CCC(n2c(=O)[nH]c3ccccc32)CC1 (stereo not given) | -20%
CCOC(=O)[C@]12Cc3cc(OC)ccc3[C@H]1N(C1CCCCC1)C(=O)c1cc(OC)ccc12 | -72%
Cc1ccc(-n2c(=O)[nH]c3ccccc3c2=O)cc1[N+](=O)[O-] | 11µM*
O=C(Nc1cccc2ccccc12)N1Cc2ccccc2-n2nncc2C1 | -13%
O=C1NCN(c2ccccc2)C12CCN(C(c1ccccc1OC(F)(F)F)c1nnnn1-c1ccc3c(c1)OCCO3)CC2 (stereo not given) | -61%
c1ccc(CN2Cc3ccccc3-n3nncc3C2)cc1 | 8%
C[C@@H]1CN([C@@H](C)CO)C(=O)CCCn2cc(nn2)CO[C@H]1CN(C)C(=O)Oc1ccc2ccccc2c1 | -20%
CCCC1(CC(C)CC)C(=O)NC(=O)NC1=O (stereo not given) | -11%
CCOC(=O)[C@]12Cc3ccccc3[C@H]1N(Cc1ccccc1)C(=O)c1cc(OC)ccc12 | -12%
COc1ccc(-c2ccc3c(c2)CN(c2cccc(Cl)c2)Cc2cnnn2-3)cc1 | -6%
CC(C)(C)n1nnnc1C(c1cccc2ccccc12)N1CCC2(CC1)C(=O)NCN2c1ccccc1 (stereo not given) | -58%
CCC(c1nnnn1Cc1ccccc1)N1CCC2(CC1)C(=O)NCN2c1ccccc1 (stereo not given) | -14%
CCOC(=O)c1cccc(C2=C(CNC(C)=O)[C@H]3CC[C@@H](C2)N3Cc2ccccc2)c1 | 1%
C[C@@H]1CN([C@@H](C)CO)C(=O)CCCn2nncc2CO[C@H]1CN(C)C(=O)Oc1ccccc1 | 9%
CS(=O)(=O)c1ccc(C2=C(CNC(=O)c3cccs3)[C@H]3CC[C@@H](C2)N3Cc2ccccc2)cc1 | -1%
COc1ccc(C(c2nnnn2-c2ccc3c(c2)OCCO3)N2CCC(n3c(=O)[nH]c4ccccc43)CC2)cc1 (stereo not given) | -67%
Cc1ccc(OC(=O)N(C)C[C@@H]2OCc3cnnn3CCCC(=O)N([C@H](C)CO)C[C@H]2C)cc1 | 1%
CC(C)(OOC1(c2ccccc2)NC(=O)c2ccccc21)c1ccccc1 (stereo not given) | -10%
COc1ccc(OC(=O)N(C)C[C@H]2OCc3cnnn3CCCC(=O)N([C@H](C)CO)C[C@H]2C)cc1 | 0%
CS(=O)(=O)c1ccc(C2=C(CNC(=O)c3ccncc3)[C@H]3CC[C@@H](C2)N3Cc2ccco2)cc1 | 3%
O=C(NCC1=C(c2ccc3ccccc3c2)C[C@@H]2CC[C@H]1N2Cc1ccco1)c1ccncc1 | -13%
CN(Cc1cccc(-c2ccncc2)c1)C(=O)Oc1ccc([N+](=O)[O-])cc1 | -46%
COC(=O)[C@@H]1N=C(c2ccc(OC)cc2)O[C@]12C(=O)N(C)c1cccc(Cl)c12 | 3%
O=c1[nH]c2ccccc2n1C1CCN(C(c2cc3ccccc3o2)c2nnnn2-c2ccc3c(c2)OCCO3)CC1 (stereo not given) | -72%
O=c1[nH]c2ccccc2n1C1CCN(C(CCc2ccccc2)c2nnnn2Cc2ccccc2)CC1 (stereo not given) | -76%
N#Cc1ccc(CN2Cc3ccccc3-n3nncc3C2)cc1 | -7%
CC(C)(C)NC(=S)N1Cc2ccccc2-n2nncc2C1 | -8%
CC1=C(C)CN2CC(C#N)=C(N)C2C1 (stereo not given) | 2%
C[C@@H]1CN([C@H](C)CO)C(=O)CCCn2cc(nn2)CO[C@H]1CN(C)C(=O)Oc1cccc2ccccc12 | -1%
COc1ccc(-n2nnnc2C(c2cc3ccccc3o2)N2CCC(n3c(=O)[nH]c4ccccc43)CC2)cc1 (stereo not given) | -71%
C[C@@H]1COc2cc(N3CCN(C)CC3)ccc2S(=O)(=O)N1 | 5%

Continued.
compound | BRCA1 expr up
COc1cccc(C(c2nnnn2-c2ccc3c(c2)OCCO3)N2CCC(n3c(=O)[nH]c4ccccc43)CC2)c1OC (stereo not given) | -73%
CCN1C(=O)CC(=O)N(CC)C1=S | 3%
CCCCn1nnnc1C(CCSC)N1CCC2(CC1)C(=O)NCN2c1ccccc1 (stereo not given) | -5%
S=C(NCCc1ccccc1)N1Cc2cc(Br)ccc2-n2nncc2C1 | -30%
COc1ccc(C(c2nnnn2Cc2ccccc2)N2CCC3(CC2)C(=O)NCN3c2ccccc2)cc1 (stereo not given) | -31%
CCOC(=O)[C@]12Cc3cc(OC)ccc3[C@H]1N(C(C)C)C(=O)c1cc(OC)ccc12 | -65%[inhibitor]
CCOC(=O)CNC(=O)N1Cc2cc(-c3ccc(OC)cc3)ccc2-n2nncc2C1 | 15%
N#CC12CC(=O)N1Cc1cnnn1-c1ccccc12 (stereo not given) | 5%
CN1CCCCC1Cc1ccccc1 (stereo not given) | 13%
COC(=O)[C@@H]1N=C(c2ccc(OC)cc2)O[C@]12C(=O)N(C)c1ccc(Cl)cc12 | -3%
CC(C)(C)n1nnnc1C(C1CC1)N1CCC2(CC1)C(=O)NCN2c1ccccc1 (stereo not given) | 4%
O=c1[nH]c2ccccc2n1C1CCN(C(c2cccc3ccccc23)c2nnnn2-c2ccc3c(c2)OCCO3)CC1 (stereo not given) | 0%
O=C1NCN(c2ccccc2)C12CCN(C(c1cccs1)c1nnnn1-c1ccc3c(c1)OCCO3)CC2 (stereo not given) | -56%
CCC(c1nnnn1-c1ccc(OC)cc1)N1CCC2(CC1)C(=O)NCN2c1ccccc1 (stereo not given) | -3%
COc1cc(C2c3cc4c(c(O)c3CC3COC(=O)C32)OCO4)cc(OC)c1O (stereo not given) | -62%
Cc1ccc(S(=O)(=O)N2Cc3cc(-c4ccccc4)ccc3-n3nncc3C2)cc1 | 5%
CN(Cc1cccc(-c2cccnc2)c1)C(=O)Oc1ccc([N+](=O)[O-])cc1 | 0%
COc1ccc(C(c2nnnn2-c2c(C)cccc2C)N2CCC(n3c(=O)[nH]c4ccccc43)CC2)cc1 (stereo not given) | -64%
COc1ccccc1CNCCc1cccc(Cl)c1 | -26%
C=C1C=C(C(F)F)n2ncc(C(=O)NCc3ccccc3F)c2N1 | -9%
CCCCn1nnnc1C(C1CC1)N1CCC2(CC1)C(=O)NCN2c1ccccc1 (stereo not given) | -31%
C[C@H](CO)N1C[C@H](C)[C@@H](CN(C)C(=O)Oc2ccc3ccccc3c2)OCc2cnnn2CCCC1=O | -2%
CC(C)CN1Cc2ccccc2-n2nncc2C1 | 9%
Cc1ncoc1C(=O)NCC1=C(c2ccc(S(C)(=O)=O)cc2)C[C@@H]2CC[C@H]1N2Cc1ccco1 | -11%
O=S(=O)(c1ccccc1)C1CN1c1c(F)c(F)c(F)c(F)c1F (stereo not given) | 25%

A second format for 4 compounds above:
molecule: C[C@@H]1CN([C@H](C)CO)C(=O)CCCn2cc(nn2)CO[C@H]1CN(C)C(=O)Oc1cccc2ccccc12
  BRCA1 expr up: -1%
molecule: Cc1ccc(S(=O)(=O)N2Cc3cc(-c4ccccc4)ccc3-n3nncc3C2)cc1
  BRCA1 expr up: 5%
molecule: COC(=O)C1=C(c2ccc(OCc3ccccc3)cc2)C[C@@H]2CC[C@H]1N2C(=O)NCc1cccc(F)c1
  BRCA1 expr up: -47%
molecule: Cc1ccc(OC(=O)N(C)C[C@@H]2OCc3cnnn3CCCC(=O)N([C@H](C)CO)C[C@H]2C)cc1
  BRCA1 expr up: 1%

A portion of the library; count on the stated rates, not on these rows.
